# Compound activity: PubChem BioAssay, several laboratories
# E coli Lon inh – inhibits E. coli Lon protease | purified E. coli Lon protease, fluorescence polarization | inhibition, % at 7.94 µM | 360,000 tested, 0.42% active; in the data active means inhibition above about 13%, passing the limit was not always enough;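 further: 0% = enzyme with probe and DMSO and 100% = no enzyme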
# Target sequence (P0A9M0 whole entry, looked up): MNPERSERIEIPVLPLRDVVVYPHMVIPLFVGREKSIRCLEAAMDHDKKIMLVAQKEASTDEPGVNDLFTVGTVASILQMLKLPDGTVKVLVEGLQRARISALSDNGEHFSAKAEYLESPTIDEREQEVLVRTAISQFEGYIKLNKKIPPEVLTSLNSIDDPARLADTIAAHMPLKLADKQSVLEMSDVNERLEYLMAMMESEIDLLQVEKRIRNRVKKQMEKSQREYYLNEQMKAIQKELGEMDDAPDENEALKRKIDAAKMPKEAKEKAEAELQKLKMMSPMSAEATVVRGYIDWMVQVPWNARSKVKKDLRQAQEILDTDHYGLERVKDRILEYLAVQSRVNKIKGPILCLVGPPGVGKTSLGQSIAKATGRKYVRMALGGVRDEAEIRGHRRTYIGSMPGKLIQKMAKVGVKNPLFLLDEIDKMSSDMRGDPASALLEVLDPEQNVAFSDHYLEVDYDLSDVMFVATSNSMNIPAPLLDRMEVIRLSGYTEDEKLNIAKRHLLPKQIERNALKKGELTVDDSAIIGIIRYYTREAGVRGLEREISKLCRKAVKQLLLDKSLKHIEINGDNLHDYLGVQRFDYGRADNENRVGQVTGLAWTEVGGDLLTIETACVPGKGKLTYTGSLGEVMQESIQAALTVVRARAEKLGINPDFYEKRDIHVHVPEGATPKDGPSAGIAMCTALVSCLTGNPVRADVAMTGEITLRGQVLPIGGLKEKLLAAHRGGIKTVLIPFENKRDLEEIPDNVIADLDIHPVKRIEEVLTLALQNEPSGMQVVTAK
# Rpn11 block – inhibitors of human proteasome Rpn11; O00487; human 26S proteasome, Ub4-pepOG fluorescence polarization; 20S core pre-blocked with epoxomicin; calls only at 20 µM; 360,000 tested, 0.59% active; AID 588493;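 active means inhibition at 20 µM, scaled to each plate's controls, above about 33%, limit read from the data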
# Target sequence (O00487 whole entry, looked up): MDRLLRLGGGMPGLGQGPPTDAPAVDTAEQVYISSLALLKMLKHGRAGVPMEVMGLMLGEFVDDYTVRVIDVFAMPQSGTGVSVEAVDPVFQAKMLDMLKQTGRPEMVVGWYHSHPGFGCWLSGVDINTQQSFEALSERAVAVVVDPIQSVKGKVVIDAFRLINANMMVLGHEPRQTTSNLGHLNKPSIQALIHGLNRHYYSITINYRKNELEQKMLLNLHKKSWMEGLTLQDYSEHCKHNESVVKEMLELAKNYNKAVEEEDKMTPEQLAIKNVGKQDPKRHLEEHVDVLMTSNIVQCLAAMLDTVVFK
# Rin1-Abl PPI inh – human Rin1-Abl interaction inhibition; TR-FRET Rin1/Abl binding, biochemical; inhibition, % at 7.35 µM; 360,000 tested, 0.4% active; AID 588664; in the data active means inhibition above about 5%, passing the limit was not always enough
# MsrA inhibitor – inhibitors of bovine MsrA; purified bovine MsrA, absorbance read-out; inhibition, % at 15.5 µM; 360,000 tested, 0.75% active; in the data active means inhibition above about 4.5%;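 further: 0% = vehicle wells with enzyme and 100% = reference inhibitor wells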
# FAS TE block – FAS thioesterase (human) inhibition; recombinant FAS-TE, OMFH fluorogenic substrate, fluorescence endpoint; inhibition, % at 15 µM; 360,000 tested, 0.67% active; AID 602261;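 active means compounds whose normalised, plate-corrected inhibition of enzyme fluorescence in the single-dose primary screen is 50% or more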;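 further: 0% = DMSO with enzyme and 100% = substrate without enzyme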
# MT1-MMP act inh – MT1-MMP (human) activation inhibition. 360,000 tested, 0.061% active. HT1080 RFP-PRO-GFP cells, GFP/RFP ratio fluorescence, overnight; percent of plate control window, DMSO zero. GFP/RFP ratio change, % at 20 µM;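 active means GFP/RFP ratio change of at least 30% with cell ATP level not reduced by more than half and red fluorescence within 50% of control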; further: strong numbers were not always called active
#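 Test system: HT1080 cells expressing an RFP-PRO-GFP fluorescent reporter construct / Compound dosing: single-point 20 µM compound, 1% DMSO / Schedule: cells overnight before dosing, compound overnight, 37 °C, 5% CO2 / Evaluation: GFP/RFP fluorescence ratio / Control set: DMSO and RFP-L50D-GFP cell wells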
# bovine MsrA act – bovine methionine sulfoxide reductase A activation | purified bovine MsrA, absorbance read-out | activation, % at 10.6 µM | AID 602163 | 360,000 tested, 0.3% active; in the data active means activation above about 7.5%;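 further: 0% = vehicle and 100% = reference activator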
# CSN inh – blocks human CSN-mediated cullin deneddylation; inhibition, % at 12.5 µM; 360,000 tested, 0.38% active; AID 651999; Purified CSN, SCF-Nedd8-OG deneddylation, fluorescence polarization;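 active means pattern-corrected inhibition above about 35%, with an unprinted fluorescence ratio check between 0.5 and 1.5, limit read from the data, passing the limit was not always enough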;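 further: 0% = enzyme with substrate and 100% = substrate without enzyme; some results filed as inactive read as strong as hits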
#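 Test system: Human Csn5 produced in HEK293T cells | Compound: 12.5 µM single point | Times: 90 min, room temperature | Signal: Fluorescence polarization readout | Read-out basis: % inhibition of substrate cleavage by Csn5 | Controls: no-enzyme wells high, enzyme-with-substrate wells low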
# MLLE-PAM2 inh – blocks PAM2 peptide binding to the PABP1 MLLE domain. P11940. GST-MLLE / FITC-PAM2 fluorescence polarization. inhibition, % at 20 µM. 360,000 tested, 0.36% active; in the data active means inhibition above about 35%, passing the limit was not always enough;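 further: plate controls were DMSO wells with GST-MLLE for no effect and wells lacking GST-MLLE protein for full effect; some results filed as inactive read as strong as hits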
# * = called active by the depositor; i = inactive; / = not tested or not shown.
SMILES,E coli Lon inh,Rpn11 block,Rin1-Abl PPI inh,MsrA inhibitor,FAS TE block,MT1-MMP act inh,bovine MsrA act,CSN inh,MLLE-PAM2 inh
O=C(NCCc1ccc(O)cc1)c1[nH]c(C(F)(F)F)nc1-c1ccccc1,-7,i,0,1.3,-9,0,-1,5,-8
Cc1ccc(-c2ccc(/C=N/N=C3/NC(=O)C(CC(=O)O)S3)o2)c([N+](=O)[O-])c1 (centres undefined),1,i,0,5.9*,-6,4,-6,2,-83
Cc1onc(-c2c(Cl)cccc2Cl)c1C(=O)NCCc1ccncc1,-5,i,2,-0.4,-7,-3,-3,0,-7
C=CCOC(=O)C1=C[C@@H](c2coc3ccccc3c2=O)[C@H](CCCO)[C@@H](OCC)O1,-1,i,2,-0.2,-6,1,-1,-1,17
COc1ccc(-c2nnc(NC(=O)Cc3ccccc3)s2)c(OC)c1,10,i,-4,1.1,1,3,-3,-4,4
Cc1ccc(NC(=O)c2cccc(S(=O)(=O)N3CCN(c4ccccc4)CC3)c2)nc1,9,i,2,-1.2,28,-4,-1,0,18
CC(C)CNS(=O)(=O)c1ccc(CCC(=O)N2CCN(Cc3ccccc3)CC2)cc1,-4,i,0,-1.1,-2,2,-2,5,-1
CC1=CC(C/C(C)=C/COc2ccc3ccc(=O)oc3c2)OC1=O (centres undefined),-4,i,-4,1.4,4,1,-3,0,3
Cc1cccc(NS(=O)(=O)c2cccc(C(=O)NCC(c3ccc(F)cc3)N3CCOCC3)c2)c1 (centres undefined),3,i,2,-0.9,6,-5,-4,2,-5
CCN1CCN(C(=O)CN(C)S(=O)(=O)c2ccc(OC)c(C)c2)CC1,1,i,-5,-0.2,-4,-2,1,3,6
Cc1ccc(CSc2ncnc3c2cnn3Cc2ccccc2)cc1C,-155,i,-2,-0.1,-9,-3,-1,2,8
Cc1cccc(NS(=O)(=O)c2ccc3c(c2)oc(=O)n3C)c1C,-2,i,-2,-0.2,-7,2,-4,4,-5
COc1ccc(C2CC(c3ccncc3)=NN2c2ccc(S(N)(=O)=O)cc2)cc1 (centres undefined),6,i,-4,2.0,2,-61,-1,-1,3
O=C(O)CCCC(=O)N1CCc2cc(S(=O)(=O)NCc3ccccc3)ccc21,4,i,2,-0.1,-3,5,-3,-2,-5
CC(OC(=O)c1cc2sccc2n1C)C(=O)NCC1CCCO1 (centres undefined),-5,i,0,0.6,-9,0,-9,-1,3
O=C(Nc1cc2c(cc1Br)OCCCO2)c1cccnc1,-1,i,-5,-0.5,-3,-20,-2,7,-7
O=C1c2[nH]nc(-c3ccccc3O)c2C(c2ccc(F)cc2)N1Cc1ccco1 (centres undefined),2,i,0,0.6,-71,-4,7,0,-8
O=C(Nc1nc2c(s1)CCCC2)c1ccc(S(=O)(=O)N2CCCc3ccccc32)cc1,-2,i,0,0.3,28,3,-8,2,-9
Cc1nc(SCCO)c2oc3ccccc3c2n1,1,i,1,2.7,-13,-1,-9,4,5
CCOC(=O)C1CN(S(=O)(=O)c2ccc(OC)cc2)c2ccccc2O1 (centres undefined),2,i,0,0.4,-5,-2,-10,-3,4
CC1CN(Cc2ccc(Cl)cc2Cl)CC(C)O1 (centres undefined),4,i,2,-0.8,-8,0,-2,3,3
CCOC(=O)C1CCCN(CC(=O)Nc2c(C(=O)OC)[nH]c3ccc(Cl)cc23)C1 (centres undefined),1,i,-4,1.2,23,-5,4,1,6
COc1ccc(Cl)cc1NC(=O)NCc1cccnc1,-7,i,3,-0.7,3,3,-10,6,19
Cc1ccc(CCC(=O)Nc2ncc(Cc3cc(Cl)ccc3Cl)s2)o1,-7,i,-4,-0.1,4,9,-3,5,-9
Cc1ccc(Cn2c3ccccc3c3cn[nH]c(=O)c32)cc1,-3,i,0,-0.6,3,-10,2,6,-2

# Whole records from above. Values in the order: E coli Lon inh, Rpn11 block, Rin1-Abl PPI inh, MsrA inhibitor, FAS TE block, MT1-MMP act inh, bovine MsrA act, CSN inh, MLLE-PAM2 inh
# COc1ccc(C2CC(c3ccncc3)=NN2c2ccc(S(N)(=O)=O)cc2)cc1 (centres undefined) is listed as 6, i, -4, 2.0, 2, -61, -1, -1, 3
# O=C(Nc1nc2c(s1)CCCC2)c1ccc(S(=O)(=O)N2CCCc3ccccc32)cc1 is listed as -2, i, 0, 0.3, 28, 3, -8, 2, -9
# Cc1ccc(CCC(=O)Nc2ncc(Cc3cc(Cl)ccc3Cl)s2)o1 is listed as -7, i, -4, -0.1, 4, 9, -3, 5, -9

# Continuation.
SMILES,E coli Lon inh,Rpn11 block,Rin1-Abl PPI inh,MsrA inhibitor,FAS TE block,MT1-MMP act inh,bovine MsrA act,CSN inh,MLLE-PAM2 inh
C/C(=N\NC(=O)CSc1nc(C)cc(C)n1)c1ccc([N+](=O)[O-])cc1,-13,i,-1,2.4,8,3,-3,-1,-1
Cc1cc(C)cc(OC(=O)CN2C(=O)c3ccccc3C2=O)c1,-14,i,4,1.6,11,4,-3,0,6
CN(Cc1ccccc1)C(=C(Cl)Cl)C(=C1NCCN1)[N+](=O)[O-],-4,i,2,/,-6,2,-5,-8,-63
Cc1cc(C(=O)Nc2ccc(S(=O)(=O)Nc3onc(C)c3C)cc2)cs1,5,i,1,-0.2,-12,-1,-10,-4,5
Cc1nnc(SCC(=O)N2CCc3ccccc3C2)s1,-5,i,0,-0.1,-3,1,-3,0,17
Cc1ccc2nnnc(-c3ccccc3)c2c1,-13,i,0,-2.1,-9,4,-2,-1,5
CCn1c(COc2cc(C)ccc2C(C)C)nnc1SCC(=O)Nc1nccs1,-10,i,2,0.4,2,-4,-3,5,-16
COc1ccc(O)c(/C=N/c2sc(C)c(C)c2C#N)c1,-5,i,1,0.4,-18,0,-1,8,2
COc1ccc([N+](=O)[O-])cc1NC(=O)/C=C/C(=O)O,-6,i,0,-0.5,-7,-2,-5,2,-6
CC(C)CNC(=O)CCCc1c[nH]c2ccccc12,1,i,-1,-0.5,1,5,1,2,-3
COc1cc2oc(=O)cc(-c3cccc(-c4ccc(C(F)(F)F)cc4)c3)c2c(OC)c1OC,-9,i,2,0.9,25,-2,-3,-1,8
Cc1cnc(CNC(=O)c2csc([C@@H]3C[C@H](O)[C@@H](CO)O3)n2)cn1,-16,i,-1,-0.2,-5,5,-1,0,1
CN(C)Cc1nc2ccccc2c(=O)n1Cc1nc(C(C)(C)C)cs1,13,i,1,2.2,-4,0,-3,2,6
O=C(O)C1=C[C@H](c2ccc(Br)cc2)C[C@H](OCCCCO)O1,2,i,4,-0.6,-4,0,-5,-1,13
CCOc1ccc(C(C(=O)NC2CCCCC2)N(C(=O)Cc2cccs2)c2ccc(-n3cnnn3)c(OC)c2)cc1 (centres undefined),14,i,0,0.4,-4,-13,-3,-3,-4
COc1ccc(N2CCN(C(=O)c3cccs3)CC2)cc1,6,i,1,-1.0,-4,-2,1,0,-7
Cn1nc(C(F)(F)F)c(C(=O)Nc2ccc(F)cc2F)c1Sc1cccc(C(F)(F)F)c1,-2,i,1,-1.3,29,-6,-5,-2,4
COc1ccc(CNC(=O)C2CCCN(S(=O)(=O)c3cnc[nH]3)C2)cc1 (centres undefined),-5,i,-2,0.7,-4,-3,-10,0,1
Cc1ccnc(NC(=O)c2sc3ccccc3c2Cl)c1,9,i,-3,1.7,-8,3,-8,1,0
CC(C)NC(=O)Nc1ccc2c(c1)C(=O)N([C@H](C)CO)C[C@H](C)[C@@H](CN(C)S(C)(=O)=O)O2,-14,i,3,1.8,-8,3,-3,-5,9
C/C(=N\NC(=O)c1nn(C)c(C)c1Br)c1ccc(NC(=O)c2ccc(C)s2)cc1,6,i,-2,-0.1,-4,0,-3,1,1
O=[N+]([O-])c1cc(S(=O)(=O)O)cc([N+](=O)[O-])c1NN(c1ccccc1)c1ccccc1,-4,i,0,-0.9,28,1,0,0,-12
CC(=O)N(Cc1ccccc1)c1nc(-c2ccccc2)cs1,2,i,4,-0.9,24,3,-9,7,-2
O=C(Nc1ccc(O)c2c(=O)cc(-c3ccccc3Cl)oc12)c1ccc(Cl)cc1Cl,4,i,-1,-0.6,12,-2,-2,1,-2
Cc1cc(C)c2cc(C#N)c(NCCCNC(=O)CCC(=O)O)nc2c1,6,i,-4,2.2,-10,1,-2,-5,1

# The listing continues.
SMILES,E coli Lon inh,Rpn11 block,Rin1-Abl PPI inh,MsrA inhibitor,FAS TE block,MT1-MMP act inh,bovine MsrA act,CSN inh,MLLE-PAM2 inh
O=C(Cn1nnc(-c2ccc3c(c2)OCO3)n1)NCc1ccco1,1,i,1,-1.4,-1,1,-2,3,0
COc1ccccc1NC(=O)Cn1c(=O)n(-c2ccccc2)c(=O)c2oc3ccccc3c21,0,i,-2,0.7,-13,4,-2,2,-4
CC(C)(C)c1ccc(-c2csc(NC(=O)CN3C(=O)NC4(CCCCC4)C3=O)n2)cc1,-2,i,0,0.8,-2,-3,1,4,-12
Cc1[nH]c2ccccc2c1C(c1ccccn1)N1CCCC1 (centres undefined),-9,i,-1,-1.7,-5,0,-3,2,7
CN1C(=O)C(C)(C)c2cc(S(=O)(=O)N3CCCC3C(=O)NCc3ccc(F)cc3)ccc21 (centres undefined),-6,i,-1,0.8,-5,-2,-2,0,-2
CCCn1c(SCC(=O)Nc2ccc(Cl)cc2F)nc(O)cc1=O,3,i,2,-0.8,-1,3,-2,-1,15
Cc1ccc2cccc(Oc3ncnc4scc(-c5ccc(Cl)cc5)c34)c2n1,4,i,0,-0.5,25,-12,-2,-2,-12
COc1cccc2c1oc1c(SCc3nc4ccccc4[nH]3)nc(C)nc12,-29,i,-7,-0.1,-3,-16,-1,2,-15
CC(=O)c1c(C)[nH]c(C(=O)Nc2cccc(C(F)(F)F)c2)c1C,5,i,-2,0.2,11,-2,-3,5,8
COc1ccc(C(=O)Nc2cnn(Cc3ccc(Cl)cc3)c2)cc1OC,-7,i,2,-0.5,-2,4,-11,-1,-3
O=C(CSc1oc(-c2cccs2)nc1S(=O)(=O)c1ccccc1)NC1CCCCC1,6,i,1,0.2,12,-5,-10,6,-77
CCOc1ccccc1C(=O)NCC(=O)NNC(=O)c1cccc(S(=O)(=O)Nc2ccc(OC)cc2)c1,-13,i,1,0.8,0,-4,3,3,1
O=C(NCc1ccncc1)c1ccc(Br)o1,-8,i,0,-0.9,-5,4,-16,4,3
Cc1nn(CC(=O)N2CCc3ccccc3C2)c(C)c1Cl,4,i,0,-0.3,4,1,0,4,-3
O=C1OCc2ccc(NS(=O)(=O)c3ccc(C(F)(F)F)cc3)cc21,-1,i,-2,0.2,4,4,-4,-2,6
COc1cc(OC)c(C(=O)OCC(=O)NCCc2ccccc2)cc1OC,7,i,1,-1.1,3,0,-3,-11,4
COc1ccc2nc(N3CCN(C(=O)c4ccc([N+](=O)[O-])o4)CC3)sc2c1,-4,i,-6,-0.3,11,1,4,-5,16
CCN1CCN(C(=O)C2CCN(c3nnc(-n4c(C)ccc4C)s3)CC2)CC1,-6,i,-3,-0.5,-5,-1,-2,2,25
C=CCN1C(=O)C2(NNc3ccccc3O2)c2ccccc21 (centres undefined),-79,/,-1,0.2,2,-15,-12,29,-94
C[C@@H]1CN([C@@H](C)CO)S(=O)(=O)c2ccc(Br)cc2O[C@@H]1CN(C)C(=O)C1CC1,-9,i,2,1.1,-10,4,-3,6,2
O=C(Cc1c(F)cccc1Cl)NCC(=O)OCc1ccccc1,-4,i,3,-0.3,-4,1,-4,-6,8
CCn1nnnc1SCC(=O)Nc1nc(-c2cccs2)cs1,-5,i,-1,1.5,-4,1,-9,0,12
